Source: PubChem
Salmonella PhoP GFP: Inhibition of PhoP regulon, Salmonella typhi GFP reporter cells, confirmation, 4 h (AID 1850). Salmonella Typhi PhoP-promoter GFP reporter, fluorescence, 4 h; higher % means a stronger effect. one-dose inhibition, % at 50 µM; IC50 in µM for titrated hits. actives 0.33% (n = 310,000); in the data active = a potency from the dose series; inconclusive = inhibition mostly from about 25% at the one dose, without a potency; inactive = the rest, 99 in 100 with inhibition below about 19%;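 also: 0% = induced wells with vehicle and 100% = uninduced wells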
influenza NS1A: H1N1 influenza NS1A inhibitors, functional cell based assay (AID 504329). NS1A functional cell-based assay, percent inhibition; higher % means a stronger effect. inhibition, % at 12.5 µM; hits with a dose series show IC50 in µM. actives 0.3% (n = 340,000); in the data active = a potency from the dose series; inconclusive = inhibition above about 27% without an active follow-up result; also: strong numbers were not always called active
inhibitors of VEEV: inhibitors of VEEV TC-83 cytopathic effect, confirmation, Vero cells (AID 588727). Vero cells, VEEV TC-83 cytopathic effect inhibition; higher % means a stronger effect. one-dose inhibition, % at 20 µM; IC50 in µM for titrated hits. actives 0.13% (n = 350,000); in the data active = a potency from the dose series; inconclusive = inhibition mostly from about 14% at the one dose, without a potency; inactive = the rest, 99 in 100 with inhibition below about 12%; also: strong numbers were not always called active
M. tuberculosis HTS: M. tuberculosis growth inhibition, HTS (AID 449762); actives 0.59% (n = 330,000); M. tuberculosis H37Rv growth inhibition, 7H9 media; higher % means a stronger effect; one-dose inhibition, % at 25 µM; IC50 in µM for titrated hits; in the data active = a potency from the dose series; inconclusive = inhibition above about 70% without an active follow-up result;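 also: bacterial growth assessed after seven days of incubation; strong numbers were not always called active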
tuberculosis growth: growth inhibition of non-replicating M. tuberculosis (AID 488890). inhibition, % at 25 µM, or IC50 in µM where a hit was titrated. actives 0.39% (n = 320,000). Mycobacterium tuberculosis non-replicating, growth inhibition; higher % means a stronger effect; in the data active = a potency from the dose series; inconclusive = inhibition mostly from about 82% at the one dose, without a potency; inactive = the rest, 99 in 100 with inhibition below about 76%;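 also: plate controls were DMSO cells for no effect and high antibiotic wells for full effect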
Starred values were filed as active, the others as inactive; i = inactive; ? = inconclusive; . = no result given. The order is random. Share with any hit: about 1.5%.

1: Cc1ccc(C)c(C(C)NC(=S)NC2CCCCC2)c1 (stereo not given)
2: CN(C)c1ccc(C(=S)Nc2ccccc2)cc1
3: CCN(CC)S(=O)(=O)c1cccc(C(=O)N[C@H](C(=O)NCc2ccccc2F)C(C)C)c1
4: COc1ccc2c(c1)c(C(C)=O)c(C)n2CCc1ccc(OC)c(OC)c1
5: CCOc1ccc(N2C(=O)CC(=O)NC2=O)cc1
6: CCC(C(=O)NCC1CCCO1)n1nc(C)c2sc3ccccc3c2c1=O (stereo not given)
7: CCOc1ccc(CN(C)C(=O)CCl)cc1
8: Cc1cnc(C(=O)N2CCc3c([nH]c4ccccc34)C2c2ccc(F)cc2)cn1 (stereo not given)

compound no.,1,2,3,4,5,6,7,8
Salmonella PhoP GFP,-7%,-9%,-18%,3%,-4%,-33%,-13%,-2%
influenza NS1A,-7%,3%,2%,20%,2%,4%,2%,0%
inhibitors of VEEV,6.0%,i,i,1.7%,0.2%,i,12%,1.5%
M. tuberculosis HTS,5%,-7%,2%,5%,0%,6%,?,7%
tuberculosis growth,35%,14%,33%,-10%,0%,12%,?,14%

9: Cc1c(-c2nc(-c3ccncc3)no2)cccc1[N+](=O)[O-]
10: O=C1CSC(c2cccc(O)c2)N1Cc1ccccc1 (stereo not given)
11: COc1ccc(/C=C2\SC(=S)N(CCC(=O)NCCc3ccc(O)cc3)C2=O)cc1
12: COc1ccc(NC(=O)CNC(=O)c2ccc([N+](=O)[O-])cc2)cc1
13: COc1ccc(CCNC(=O)COc2ccc(N(C)S(=O)(=O)c3ccc(C)cc3)cc2)cc1
14: CC(=O)Cc1nsc(Nc2ccccc2)n1
15: CC1CCC(N(C(=O)c2csnn2)C(C(=O)NC(C)(C)C)c2cccnc2)CC1 (stereo not given)
16: CCOc1ccccc1-c1nc(C(N)=O)c2[nH]c(=O)n(-c3ccccc3)c2n1

compound no.,9,10,11,12,13,14,15,16
Salmonella PhoP GFP,3%,4%,-3%,5%,-18%,-10%,0%,-4%
influenza NS1A,-17%,-25%,5%,-6%,-2%,3%,-4%,-11%
inhibitors of VEEV,0.8%,i,>25µM*,0.9%,i,6.0%,0.1%,0.6%
M. tuberculosis HTS,-5%,-2%,6%,-7%,-1%,-4%,9%,4%
tuberculosis growth,-12%,-7%,74%,1%,4%,10%,22%,15%

17: COCCNC(=O)C(OC(=O)c1ccco1)c1ccccc1OC (stereo not given)
18: CCc1nnc(NC(=O)c2ccc(S(=O)(=O)N3CCCCCC3)cc2)s1
19: O=C(CC1C(=O)NCCN1Cc1ccc(Cl)c(F)c1)NCCc1cccnc1 (stereo not given)
20: CN(C(=O)c1ccc(NC(=O)Cc2ccc(NC(=O)C3CCCN(C(=O)C4CCC4)C3)cc2)cc1)C1CC1 (stereo not given)
21: C=CCNC(=O)CSc1nc2sc(C)c(C)c2c(=O)[nH]1
22: Cc1ccc2c(c1)c(N=O)c(O)n2Cc1ccc(Cl)cc1
23: CC(Sc1nnc(-c2ccc(OC(F)F)cc2)n1N)C(=O)NCC1CCCO1 (stereo not given)
24: CCCC(C)(COC(N)=O)COC(=O)NC(C)C (stereo not given)

compound no.,17,18,19,20,21,22,23,24
Salmonella PhoP GFP,-9%,-9%,9%,.,15%,-8%,3%,-6%
influenza NS1A,6%,5%,0%,2%,27%,-2%,6%,5%
inhibitors of VEEV,0.5%,3.2%,4.2%,0.3%,1.3%,0.3%,1.2%,0.1%
M. tuberculosis HTS,-1%,-9%,7%,2%,1%,3%,8%,-1%
tuberculosis growth,-7%,-3%,-3%,7%,.,24%,-7%,-9%

Part of the list above in a different format.
no. | compound | Salmonella PhoP GFP | influenza NS1A | inhibitors of VEEV | M. tuberculosis HTS | tuberculosis growth
9 | Cc1c(-c2nc(-c3ccncc3)no2)cccc1[N+](=O)[O-] | 3% | -17% | 0.8% | -5% | -12%
10 | O=C1CSC(c2cccc(O)c2)N1Cc1ccccc1 (stereo not given) | 4% | -25% | i | -2% | -7%
11 | COc1ccc(/C=C2\SC(=S)N(CCC(=O)NCCc3ccc(O)cc3)C2=O)cc1 | -3% | 5% | >25µM* | 6% | 74%
12 | COc1ccc(NC(=O)CNC(=O)c2ccc([N+](=O)[O-])cc2)cc1 | 5% | -6% | 0.9% | -7% | 1%
13 | COc1ccc(CCNC(=O)COc2ccc(N(C)S(=O)(=O)c3ccc(C)cc3)cc2)cc1 | -18% | -2% | i | -1% | 4%
14 | CC(=O)Cc1nsc(Nc2ccccc2)n1 | -10% | 3% | 6.0% | -4% | 10%
15 | CC1CCC(N(C(=O)c2csnn2)C(C(=O)NC(C)(C)C)c2cccnc2)CC1 (stereo not given) | 0% | -4% | 0.1% | 9% | 22%
16 | CCOc1ccccc1-c1nc(C(N)=O)c2[nH]c(=O)n(-c3ccccc3)c2n1 | -4% | -11% | 0.6% | 4% | 15%
17 | COCCNC(=O)C(OC(=O)c1ccco1)c1ccccc1OC (stereo not given) | -9% | 6% | 0.5% | -1% | -7%
18 | CCc1nnc(NC(=O)c2ccc(S(=O)(=O)N3CCCCCC3)cc2)s1 | -9% | 5% | 3.2% | -9% | -3%
19 | O=C(CC1C(=O)NCCN1Cc1ccc(Cl)c(F)c1)NCCc1cccnc1 (stereo not given) | 9% | 0% | 4.2% | 7% | -3%
20 | CN(C(=O)c1ccc(NC(=O)Cc2ccc(NC(=O)C3CCCN(C(=O)C4CCC4)C3)cc2)cc1)C1CC1 (stereo not given) | . | 2% | 0.3% | 2% | 7%
21 | C=CCNC(=O)CSc1nc2sc(C)c(C)c2c(=O)[nH]1 | 15% | 27% | 1.3% | 1% | .

(next part)
25: COc1ccc2oc(=O)c(NC(=O)C3CCCCC3)cc2c1
26: Cc1ccc(S(=O)(=O)N2CCOC2CNC(=O)C(=O)NCc2ccncc2)cc1 (stereo not given)
27: CCOC(=O)N1CCN(CC(O)COc2ccc(OC)cc2C(C)(C)C)CC1 (stereo not given)
28: CC(C)CN1Cc2ccccc2Oc2cc(Br)ccc2S1(=O)=O
29: COc1cc(C2NC(=O)NC(c3ccccc3)=C2C(C)=O)cc([N+](=O)[O-])c1O (stereo not given)
30: CCN(C[C@H]1N[C@@](C)(C(=O)OC)[C@H]2C(=O)N(C)C(=O)[C@@H]12)C(=O)c1ccccc1
31: Cc1ccc2c(c1)cc1c(=O)n(CC(=O)NCCCc3ccccc3)nc(C)n12
32: NC(=O)C1CCCN(CC(=O)N2CCN(c3ccccc3)CC2)C1 (stereo not given)

compound no.,25,26,27,28,29,30,31,32
Salmonella PhoP GFP,2%,-3%,-14%,.,-12%,.,-20%,-2%
influenza NS1A,6%,1%,-2%,-14%,-9%,-6%,9%,0%
inhibitors of VEEV,0.6%,i,2.7%,0.8%,0.5%,i,1.9%,1.8%
M. tuberculosis HTS,-4%,0%,8%,.,4%,0%,5%,5%
tuberculosis growth,-6%,-3%,7%,.,-2%,4%,-3%,-5%

33: CC(=O)Nc1ccc(S(=O)(=O)Nc2c(C)nn(-c3ccccc3)c2C)cc1
34: Cc1c(C(=O)Nn2cnnc2)oc2ccccc12
35: Cc1ccc(-c2nn(CC(=O)NN3CCOCC3)c(=O)c3ccccc23)cc1
36: CSc1ccccc1C(=O)C1CCCN(C(=O)CCN2CCCO2)C1 (stereo not given)

compound no.,33,34,35,36
Salmonella PhoP GFP,20%,0%,4%,0%
influenza NS1A,-7%,0%,.,-4%
inhibitors of VEEV,0.1%,2.5%,i,1.2%
M. tuberculosis HTS,-5%,-1%,-2%,-7%
tuberculosis growth,24%,-2%,-12%,-22%
